# Screening data from PubChem BioAssay.
# SIAE inh – inhibitors of human sialic acid acetylesterase SIAE. inhibition, % at 9.66 µM. AID 1053197. 0.69% of 370,000 active. Q9HAT2. SIAE FP-Rh probe binding, fluorescence polarization;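 active means inhibition above a cutoff: mean of compounds within the control limits plus 3 SD of those, cut at about 17% in these data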;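 further: 0% = plate median of compound wells and 100% = probe without SIAE protein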
# Tn6 DDE FP – inhibitors of Tn6 peptide binding to human fibrin DD(E); inhibition, % at 8.3 µM; Fibrin DD(E) TRITC-Tn6 fluorescence polarization displacement; P02675; 0.21% of 370,000 active; AID 720509;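 active means inhibition above a per-campaign cutoff: mean of compounds within control limits plus 3 SD, cut at about 15% in these data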;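 further: 0% = median of all compound wells on the plate and 100% = blocking peptide control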
# Target sequence (P02675 whole entry, looked up): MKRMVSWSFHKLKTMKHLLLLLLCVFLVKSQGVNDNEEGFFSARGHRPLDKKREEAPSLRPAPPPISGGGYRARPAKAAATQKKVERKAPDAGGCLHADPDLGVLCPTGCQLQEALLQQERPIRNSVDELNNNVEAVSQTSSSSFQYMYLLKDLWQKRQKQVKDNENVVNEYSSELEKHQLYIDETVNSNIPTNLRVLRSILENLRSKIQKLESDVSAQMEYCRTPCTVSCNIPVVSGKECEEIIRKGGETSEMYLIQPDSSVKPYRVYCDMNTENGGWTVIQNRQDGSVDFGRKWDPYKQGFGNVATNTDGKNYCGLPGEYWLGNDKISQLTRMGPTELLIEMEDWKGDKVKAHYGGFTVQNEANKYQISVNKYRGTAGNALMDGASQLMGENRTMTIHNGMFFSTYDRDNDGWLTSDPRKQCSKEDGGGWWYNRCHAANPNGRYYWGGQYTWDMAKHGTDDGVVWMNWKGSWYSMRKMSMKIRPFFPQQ
# DDE Tn7 FP inh – disrupts Tn7 cyclic peptide binding to fibrin D-Dimer-E complex | P02675 | inhibition, % at 8.3 µM | FP displacement of FITC-Tn7 peptide from fibrin DD(E); 0% = median of compound wells per plate | 0.13% of 370,000 active;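 active means inhibition above the mean of compounds falling within the control limits plus 3 SD of them, cut at about 14% in these data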;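 further: 0% = plate median of compound wells and 100% = 10 µM Aha-Tn7 peptide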
#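 system = human fibrin DD(E) protein | quantity = DD(E) 2 µM final | medium = Tris/NaCl/CaCl2 buffer, pH 7.8 | also added = labelled Tn7 tracer, 0.1 µM | compound dosing = single point at 8.3 µM | timing = compound with protein 10 min, then 3 h after probe, room temperature | signal = FP measurement | benchmarks = Aha-Tn7 high control | repeats = one replicate per compound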
# UHRF1 binding – human UHRF1 methylated DNA binding inhibitors. Q96T88. UHRF1 binding to methylated oligo, TR-FRET. inhibition, % at 4.4 µM. 0.75% of 370,000 active; in the data active means inhibition above about 21%;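 further: UHRF1 SRA domain binding a hemimethylated CpG hairpin DNA probe; 0% = median of test compound wells and 100% = reference inhibitor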
# MBD2 inh – MBD2-methylated oligo binding inhibition; inhibition, % at 4.4 µM; TR-FRET, MBD2 binding to methylated oligonucleotide; 0.31% of 370,000 active; in the data active means inhibition above about 13%
# TCR-CD3 inh – human TCR-CD3 binding inhibition; TAMRA-labeled TCR probe fluorescence, biochemical; inhibition, % at 9.4 µM; 0.37% of 360,000 active; in the data active means inhibition above about 19%;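 further: recombinant mutant TCR 2C K166C tagged with TAMRA read by polarization; 0% = receptor in buffer alone and 100% = receptor with positive control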
# KLK7 zymogen act – activates the human kallikrein-7 zymogen | AID 652039 | 0.9% of 370,000 active | activation, % at 7 µM | purified proKLK7, EDANS-DABCYL substrate fluorescence; 100% is mature enzyme control, 0% vehicle;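 active means activation above the mean of all tested compounds plus 3 SD, computed per campaign excluding outliers beyond control limits, cut at about 13% in these data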
# Target sequence (P49862 whole entry, looked up): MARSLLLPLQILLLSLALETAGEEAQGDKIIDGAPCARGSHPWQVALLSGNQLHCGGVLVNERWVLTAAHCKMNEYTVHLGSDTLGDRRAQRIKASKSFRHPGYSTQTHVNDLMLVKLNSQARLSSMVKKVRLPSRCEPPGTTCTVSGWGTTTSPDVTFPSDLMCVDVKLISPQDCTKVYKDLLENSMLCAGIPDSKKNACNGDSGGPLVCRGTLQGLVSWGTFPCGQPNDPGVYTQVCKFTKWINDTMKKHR
# LEDGF integ inh – blocks HIV-1 LEDGF/p75-dependent DNA integration | TR-FRET IN-LEDGF/p75 DNA integration, Eu/Cy5 | inhibition, % at 3.7 µM | 0.64% of 370,000 active | AID 743269;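 active means inhibition above the screen-wide mean plus 3 SD, cut at about 13% in these data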;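 further: signal is the Cy5 over europium emission ratio at 671 and 618 nm; 0% = plate median of compound wells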
# PRMT1 inh – PRMT1 (human) inhibition, primary screen. Q99873. recombinant PRMT1, activity-based probe fluorescence polarization. inhibition, % at 2.79 µM. 1.3% of 370,000 active;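 active means inhibition above about 21% made by adding two undisclosed values, limit read from the data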
# TDP2 absorb – TDP2 (human) inhibition, absorbance primary screen | O95551 | AID 720702 | inhibition, % at 12.8 µM | 0.34% of 370,000 active | recombinant TDP2, T5PNP hydrolysis, p-nitrophenol absorbance 415 nm;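 active means inhibition above the mean of all tested compounds plus 3 SD, set per campaign, cut at about 25% in these data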;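 further: 0% = DMSO with enzyme and 100% = buffer with substrate but no TDP2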
# Target sequence (O95551 whole entry, looked up): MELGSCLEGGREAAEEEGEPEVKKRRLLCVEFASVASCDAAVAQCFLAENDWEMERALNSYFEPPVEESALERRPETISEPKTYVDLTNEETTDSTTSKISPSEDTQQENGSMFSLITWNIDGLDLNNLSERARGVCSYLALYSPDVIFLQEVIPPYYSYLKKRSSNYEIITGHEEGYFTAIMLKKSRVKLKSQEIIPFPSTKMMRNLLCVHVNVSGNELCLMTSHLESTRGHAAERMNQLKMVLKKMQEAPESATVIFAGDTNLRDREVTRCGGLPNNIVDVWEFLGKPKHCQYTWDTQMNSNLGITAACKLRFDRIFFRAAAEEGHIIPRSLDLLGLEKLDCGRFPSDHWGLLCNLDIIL
#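 Assay system: Recombinant human TDP2 | Quantity: 120 nM TDP2 per well | Incubation: 2 h at 37 °C | Signal: Epi absorbance | Evaluation: Percent inhibition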
# Active calls of the source: *.
# Every second line gives: SIAE inh	Tn6 DDE FP	DDE Tn7 FP inh	UHRF1 binding	MBD2 inh	TCR-CD3 inh	KLK7 zymogen act	LEDGF integ inh	PRMT1 inh	TDP2 absorb
> Cc1cccc(CCNC(=O)CNS(=O)(=O)c2ccc3nc(C)sc3c2)c1
→ -0.1	0.7	-2.2	-1.8	-3.5	14.4	-0.1	-3.1	-1.6	6.3
> COc1cccc(C2C(C#N)=C(N)Oc3c2oc(CO)cc3=O)c1OC (stereo unspecified)
→ 1.1	3.3	-8.1	1.1	3.5	-3.6	0.2	1.9	3.4	15.6
> Cc1cc(C)cc(NC(=O)CSc2nnc(NC(=O)C3CC3)s2)c1
→ 0.9	9.6	9.8	1.8	-2.6	-1.8	-0.4	0.0	-3.7	3.8
> CN1CCN(c2nc3c(c(=O)[nH]c(=O)n3C)n2CCOc2ccccc2)CC1
→ -3.3	-5.0	-0.1	1.3	-0.2	-0.1	-0.4	-4.2	2.1	9.2
> CC1(C)C2(C#N)C(=O)NC(=O)C12C#N (stereo unspecified)
→ -0.9	1.8	-3.0	-1.2	-3.9	8.4	-0.1	4.0	-5.7	7.1
> O=C(CN1C(=O)S/C(=C\c2ccc(Cl)cc2)C1=O)NC1C=CS(=O)(=O)C1 (stereo unspecified)
→ -10.4	-2.0	-2.5	1.2	4.3	-4.0	-0.3	-8.3	5.9	-11.2
> O=C1NC[C@@H](CCCCN2C[C@H](Cc3ccc(O)cc3)N(CCc3ccc(O)cc3)C(=O)C2=O)N(CCc2ccc(O)cc2)C1=O
→ 1.4	-1.7	-7.3	20.4	6.7	0.3	0.1	-4.6	-3.3	2.4
> CCC(C)(C)n1nnnc1C(c1cccs1)N1CCN(c2nc3ccccc3s2)CC1 (stereo unspecified)
→ -5.4	-1.3	1.7	-1.1	-4.9	-1.2	1.0	9.6	-2.2	3.4
> CN(C)CCNC(=O)c1c(O)c2c([nH]c1=O)CCCC2
→ -8.1	0.2	7.1	3.9	5.7	-6.7	-0.3	-3.9	3.4	-13.7
> O=C(O)CCc1ccc(-c2ccc(Br)cc2)n1NC(=O)c1ccc([N+](=O)[O-])cc1
→ 5.5	-3.1	2.6	-1.7	0.5	2.5	0.3	-3.0	2.0	12.4
> COc1ccc(NC(=O)N2CCN(C(=O)c3ccco3)CC2)c(OC)c1
→ -7.0	4.3	-7.6	-2.6	-0.5	4.0	0.0	4.1	-3.3	-0.2
> Cc1csc(-c2ccc3cc(Cl)cc(Cl)c3n2)n1
→ -3.8	1.8	-8.7	-0.8	2.0	4.4	-2.4	-4.9	0.0	4.4
> Cc1cc(NC(=O)CSc2nnc(C)c(=O)[nH]2)no1
→ 1.1	-2.8	-0.2	0.5	-1.6	10.1	0.5	-1.5	-3.4	5.1
> CCc1nnc(NC(=O)c2ccc(F)c(S(=O)(=O)N3CCCCC3)c2)s1
→ 4.4	3.7	-0.3	0.1	-0.9	-1.3	0.6	6.1	0.7	-6.3
> Cc1c(Cl)cccc1N1C(=O)CC(NNC(=O)c2ccc3c(c2)OCO3)C1=O (stereo unspecified)
→ 7.0	3.0	2.2	6.8	0.8	-0.3	-0.2	-0.9	3.2	1.9
> O=C(NC(=S)Nc1ccc(N2CCOCC2)cc1)c1ccccc1
→ 3.3	-1.0	-3.3	0.2	4.8	-5.8	-0.1	-3.8	0.5	-6.7
> C/C(=N/NS(=O)(=O)c1ccc(C(C)(C)C)cc1)c1ccc2c(c1)OCO2
→ 4.0	0.6	7.1	1.2	2.3	-2.6	-0.6	-7.8	1.2	-8.8
> CCC(=O)NCCc1nc2cc(NC(=O)c3ccc(Cl)cc3)ccc2n1C
→ -2.1	5.9	-2.0	2.3	4.7	-6.3	-0.3	3.2	-6.2	0.4
> Nc1nc(N)c(N=Nc2ccc(SCC(=O)O)cc2)c(=O)[nH]1
→ -0.6	13.8	7.0	-2.1	-1.3	-3.4	0.1	-4.7	1.7	12.5
> NNC(=O)CNC(c1ccccc1)c1cc(Br)ccc1NC(=O)CCN1CCOCC1 (stereo unspecified)
→ -2.7	4.5	-15.9	1.4	2.1	2.7	0.3	1.0	-1.3	-14.2

# The last 2 entries of the part above open the next one:
# Every second line gives: SIAE inh	Tn6 DDE FP	DDE Tn7 FP inh	UHRF1 binding	MBD2 inh	TCR-CD3 inh	KLK7 zymogen act	LEDGF integ inh	PRMT1 inh	TDP2 absorb
> Nc1nc(N)c(N=Nc2ccc(SCC(=O)O)cc2)c(=O)[nH]1
→ -0.6	13.8	7.0	-2.1	-1.3	-3.4	0.1	-4.7	1.7	12.5
> NNC(=O)CNC(c1ccccc1)c1cc(Br)ccc1NC(=O)CCN1CCOCC1 (stereo unspecified)
→ -2.7	4.5	-15.9	1.4	2.1	2.7	0.3	1.0	-1.3	-14.2
> COc1cc(OC)c(C2=NOC(C(=O)NCc3ccc4c(c3)OCO4)C2)cc1Cl (stereo unspecified)
→ -1.3	2.0	8.4	0.3	3.0	-1.5	0.2	0.1	0.9	-3.8
> O=C(CCN1C(=O)CSC1=O)Nc1ccc(Br)cc1
→ -3.7	5.7	-4.8	-0.3	0.0	5.0	-0.6	1.8	-0.1	2.6
> CN(CC(=O)Nc1cccc2c1CCCC2)S(=O)(=O)c1ccc(Br)cc1
→ 3.4	-9.1	-0.1	0.3	4.8	-2.5	-1.0	-3.8	3.9	8.7
> Cc1nn(Cc2ccccc2)c(Cl)c1C(=O)OCC(=O)NC(=O)NC12CC3CC(CC(C3)C1)C2
→ -10.0	-1.5	-3.6	1.2	0.1	3.6	-0.1	-1.2	0.2	-11.9
> Cc1cc(C(=O)N2CCN(S(=O)(=O)c3ccccc3)CC2)c(C)o1
→ -2.0	0.8	-7.0	-1.7	1.1	-4.1	0.4	2.5	-1.5	7.1
> Cc1cc2nc3n(c2cc1C)CC1CC(C(=O)NCC2CC2)N(C)C31 (stereo unspecified)
→ 2.5	-3.7	3.5	0.6	3.9	-8.5	0.5	0.7	-2.1	7.8
> CC(NC(=O)COC(=O)c1ccc2ccccc2n1)c1ccccc1 (stereo unspecified)
→ 10.2	-3.8	6.3	-0.6	-6.9	-2.6	-0.3	0.9	-0.2	-0.4
> Cc1cc(C)cc(NC(=O)CN2CCC(NC(=O)c3ccccc3F)CC2)c1
→ 12.2	9.2	4.9	-0.9	2.9	-0.4	0.2	-1.1	-1.3	10.2
> CC(=O)Nc1ccc(NC(=O)c2ccc(S(=O)(=O)N3CCCCCC3)cc2)cc1
→ -10.9	-3.8	0.0	2.8	2.0	-4.8	-7.1	-0.1	3.4	0.0
> Cc1ccc(C)c(NS(=O)(=O)c2c(C)[nH]c(C)c2C(=O)N2CCCCC2)c1
→ -6.3	-1.4	-9.2	0.0	2.6	-4.1	0.5	2.4	-4.9	-10.2
> CC1CCN(C(=S)NC(=O)c2ccccc2Br)CC1
→ -6.0	-3.5	-0.5	0.8	-2.3	-13.6	-0.2	-1.4	-1.7	-17.5
> Cc1cccc(OCC(=O)Nc2nc3ccc([N+](=O)[O-])cc3s2)c1
→ 0.3	-1.6	1.0	-1.4	0.4	-3.6	0.5	0.3	-2.1	-2.1
> CCn1cc(C2C(C(=O)Nc3ccc(Br)cn3)=C(C)NC3=C2C(=O)CCC3)c(C)n1 (stereo unspecified)
→ 6.0	1.0	4.5	2.9	2.9	-0.5	15.5*	2.5	0.4	1.8
> CCN(Cc1nc2ccccc2c(=O)[nH]1)Cc1nc2ccsc2c(=O)[nH]1
→ -1.6	0.4	-5.2	-0.1	2.7	-4.0	-0.5	-3.1	-2.3	-5.9
> COc1ccc(C2=NN(c3ccccc3)C(c3cccs3)C2)cc1 (stereo unspecified)
→ 0.0	2.1	-10.2	2.5	2.9	6.1	-40.6	0.1	-2.2	-1.1
> COc1nc(Nc2ccc(C(C)C)cc2)nc(OC)n1
→ -4.5	-5.7	2.3	11.1	-1.7	6.5	0.4	2.3	-2.6	-0.8
> COc1ccccc1NC(=S)N(Cc1ccco1)Cc1cc2cccc(C)c2[nH]c1=O
→ -4.2	-4.0	-4.4	4.1	3.4	-0.4	0.6	0.4	-0.8	0.0
> CS(=O)(=O)c1ccc2nc(NC(=O)CN3CCCCCC3)sc2c1
→ -3.2	-2.0	-6.6	-1.0	0.1	4.2	-0.8	4.8	1.6	11.2
> CC(C)N1C(=O)CCC1C(=O)NCCc1ccc(Cl)cc1 (stereo unspecified)
→ 5.1	-8.3	-3.4	0.1	-7.9	-0.2	-0.5	-0.7	-0.5	-1.6
> O=[N+]([O-])c1ccccc1N/N=C\c1ccccc1F
→ 1.4	-1.4	-1.8	1.4	0.9	2.4	0.6	2.7	1.0	0.1
> O=C(Nc1cc(F)ccc1F)C1CCCN(c2ncnc3c2nc2n3CCCCC2)C1 (stereo unspecified)
→ -9.0	2.1	4.3	0.8	2.0	3.6	0.1	1.6	-1.6	2.9
> CC(=O)N(C(C)=O)c1ccc2c(c1)OCCO2
→ 6.6	-4.0	2.3	-1.2	-2.2	-2.1	0.1	-4.4	-1.8	5.6
> O=Cc1cn(-c2ccccc2)nc1-c1ccc(F)cc1
→ -1.2	2.2	4.3	-1.7	1.7	4.3	-0.5	-0.5	-2.5	-9.2
> CCOc1ccccc1NC(=O)COC(=O)/C=C/c1ccc(OC)c(OC)c1
→ 2.1	-10.8	-3.7	-0.5	1.2	11.2	-1.0	1.2	-2.9	-7.4
> CC1CCN(S(=O)(=O)c2ccc(C(=O)Nc3nnc(C4=COCCO4)o3)cc2)CC1
→ 4.8	-7.3	-3.9	-6.4	-0.9	7.9	-0.1	1.9	-3.9	9.8
> CCC(=O)Nc1nnc(-c2ccncc2)s1
→ 1.6	9.2	7.4	-6.3	2.0	-2.4	-34.9	-1.7	-0.9	-9.7
> COc1ccc(OC)c(C2CC(=O)NC(SC)=C2C#N)c1 (stereo unspecified)
→ -0.5	-2.0	-3.3	-1.7	-2.2	-3.9	0.1	-0.3	2.4	4.1
> N#C/C(=N\Nc1ccccc1[N+](=O)[O-])C(=N)N1CCCCC1
→ 3.8	-1.4	2.7	-7.5	-6.8	-3.9	-0.2	-4.7	1.3	-8.5
> CCCCn1c(N)c(N(CC)C(=O)COc2ccc(C#N)cc2)c(=O)[nH]c1=O
→ -9.9	-8.5	-2.4	-0.5	0.5	-5.7	-0.2	2.0	-0.2	-11.9
> COc1cc(C(=S)N2CCOCC2)ccc1OC(=O)/C=C/c1ccco1
→ -4.5	0.5	-5.1	1.7	-3.7	0.9	0.3	1.4	-5.2	-7.4
> O=C(NNC(=O)c1ccncc1)Nc1ccc(Cl)cc1
→ 1.7	-1.5	-9.5	2.5	-4.3	-4.2	0.1	-0.9	-1.8	4.8
> Cc1ccc(/C(O)=C2\C(=O)C(=O)N(C)C2c2ccc([N+](=O)[O-])cc2)cc1 (stereo unspecified)
→ -13.0	-11.7	-0.3	-3.4	0.9	-1.1	0.7	-2.0	-0.4	17.1
> O=C(Nc1ccc(Nc2ccccc2)cc1)c1ccc(Cl)c([N+](=O)[O-])c1
→ 9.3	-5.7	-5.2	2.5	5.6	0.5	0.7	-8.6	0.8	-8.5
> Nn1c(Cc2cccc3ccccc23)n[nH]c1=S
→ 0.9	4.4	-5.0	3.2	1.5	-3.5	-0.5	1.5	2.9	-1.0
